HepG2 tox = qHTS for Inhibitors of TGF-b: Cytotox Counterscreen | HepG2 CAGA-GFP viability, ATP luminescence, 18 h | Potency, µM (titrated, usually from 46.1 µM), for the others: top-dose activity change, negative = cytotoxicity, actives largely listed as cytotoxic | hit rate 0.76% among 410,000; note: potency is the fitted concentration of half-maximal effect; some results filed as inactive show a strong effect at the top dose
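CellTiter-Glo luminescence gave cytotoxicity after 18 hours at 37 degrees C. The cells were HepG2 CAGA-GFP in 1% FBS DMEM, stimulated with 500 pg/mL TGF-beta after compound addition. %Activity was normalised to no-cell wells (complete cell-killing) and DMSO (no toxicity), and curves were fitted and classified.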
CCT chaperon mod = High-Throughput Screening for Modulators of Cytosolic Chaperonin Activity; purified chaperonin ATPase assay, HTRF ADP detection, 30 min; AID 651819, 2012; activity change, % (no concentration beside the values), hits read low; hit rate 0.3% among 360,000; in the data active = activity change below about -30%; note: % is set by controls: 0 for no effect and ±100 for the full control effect
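Enzyme 40 or 20 nM (batch-dependent) in Tris pH 7.4/KCl/MgCl2/DTT; cpd 76 uM single point; ATP 10 uM; 30 min 37 °C; Transcreener ADP HTRF detection, 30 min RT; ratio 665/615.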
pAkt inh = HTS Assay for Inhibitors of Akt Phophorylation: Primary Screen; Neuro2A IGF-stimulated pAkt S473 HTRF, 20 min; active compounds read low; AID 651550, 2012; activity change, % for hits at 50 µM; hit rate 0.32% among 360,000; in the data active = activity change below about -80%; inconclusive = mostly about -51% to -80%; note: % is set by controls: 0 for no effect and ±100 for the full control effect
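Neuro2A cells in DMEM with 0.5% FBS, overnight at 37 deg C, given compound at single 50 µM final, then IGF (6 nM final) for 20 min at 37 deg C. Lysed; phospho-Akt Ser473 by HTRF after 24 h, 665/615 ratio.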
Abeta yeast res = qHTS for compounds that reverse cellular toxicity of Amyloid beta (A-beta) peptide in yeast: Primary Screen. AID 1347071, 2019. yeast expressing A-beta42, growth rescue, OD600, 48 h; response scale: 0% DMSO, 100% iron-clioquinol control. hit rate 0.063% among 410,000. Potency, µM (titrated, usually from 46.1 µM), for the others: top-dose growth rescue, hits mostly activators; note: potency is the fitted concentration of half-maximal effect; nearly all actives have a fitted effect of over 55% in size
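Yeast growth medium received pinned compounds, then yeast cells expressing toxic A-beta were added; plates incubated at 30 C for 48 hr. Growth read as absorbance at 600 nm, normalized to DMSO and equimolar FeCl3 plus clioquinol controls.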
TGFb SMAD3 inh = qHTS for Inhibitors of TGF-b; HepG2 CAGA-GFP TGF-b/SMAD3 reporter, GFP fluorescence, 18 h; TGF-beta stimulated, 500 pg/mL final; Potency, µM (doses to about 46.1 µM), inactives show at the top dose activity, negative = inhibition, usual class: inhibitors; hit rate 1.2% among 410,000; note: potency is the fitted concentration of half-maximal effect; % is set by controls: 0 for no effect and ±100 for the full control effect; nearly all actives have a fitted effect of over 65% in size
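HEPG2 CAGA-GFP cells (1000/well, DMEM with 1% FBS) were pre-incubated 2 h at 37 degrees C, given compound by pin tool, then stimulated with TGF-beta at 500 pg/mL final for 18 h before per-cell GFP fluorescence imaging.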
Nrf2 ARE act = qHTS of Nrf2 Activators; AREc32 ARE-luciferase reporter (MCF7-derived line), luminescence, 24 h; Potency, µM (doses to about 46.1 µM), inactives show top-dose activation, hits mostly activators; hit rate 0.31% among 410,000; AID 624171, 2012; note: potency is the fitted concentration of half-maximal effect; % of control where 0% means no effect; nearly all actives have a fitted effect of over 65% in size
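AREc32 cells carrying an ARE-driven firefly luciferase reporter were seeded at 1000 cells/well in OPTI-MEM with 5% FBS, then exposed to compound for 24 hr at 37 deg C. Luminescence was read with Steady-Glo after 30 min at RT.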
Nrf2 block = Nrf2 qHTS screen for inhibitors | A549 ARE-Fluc reporter, luciferase luminescence, 18-24 h | Potency, µM (highest dose often 46 µM), for the others: at the top dose activity change, negative = inhibition, usual class: inhibitors | hit rate 2.1% among 360,000 | AID 504444, 2011; note: potency is the fitted concentration of half-maximal effect; % is set by controls: 0 for no effect and ±100 for the full control effect; nearly all actives have a fitted effect of over 60% in size
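Nrf2 activity is the BugLite luminescence, read 15 min after reagent at room temperature, following CellTiter-Fluor cytotoxicity readout (30 min, 37C). Compound titrations were applied for 18-24 h to 5000 A549 ARE_Fluc cells/well in 5% FBS OPTI-MEM.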
A549 tox = Nrf2 qHTS screen for inhibitors: counterscreen for cytotoxicity. A549 ARE-Fluc cells, CellTiter-Fluor viability, 18-24 h. Potency, µM (series often up to 46 µM), without a hit: top-dose activity change, negative = cytotoxicity, usual class: inhibitors. hit rate 0.16% among 390,000. AID 504648, 2011; note: potency is the fitted concentration of half-maximal effect; % is set by controls: 0 for no effect and ±100 for the full control effect
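A549 ARE-Fluc cells in 5% FBS OPTI-MEM, 5000 cells/well, rested 2 h then exposed to compounds in concentration-response for 18-24 h at 37 °C. Viability by CellTiter-Fluor fluorescence (Ex 405/Em 525) after 30 min; luciferase luminescence (BugLite, 15 min, RT) read afterwards.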
MmCpn inh = Inhibitors of TCP-1 ring complex (TRiC) of Methanococcus maripaludis (MmCpn): qHTS | Potency, µM (titrated, usually from 76.9 µM), inactives show at the highest dose activity, negative = inhibition, most hits filed as inhibitors | hit rate 0.031% among 330,000 | purified Mm-Cpn ATPase, ADP Transcreener TR-FRET; note: potency is the fitted concentration of half-maximal effect; % is set by controls: 0 for no effect and ±100 for the full control effect; nearly all actives have a fitted effect of over 80% in size
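TR-FRET (320 nm excitation; 590 and 665 nm emission) reports ADP made from 10 uM ATP by 25 nM enzyme; compounds were preincubated 10 min, reaction run 30 min, both at 37°C.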
Numbers without * were called inactive; i = inactive; ? = inconclusive; · = not tested or not shown; [ ] = another dose, or the depositor's remark. Unless noted, calls come from the whole dose curve; as a rule, active = well fitted curve in the direction sought with a large enough effect; inconclusive = small, poorly fitted or top-dose-only effect, or another doubt; inactive = no such curve, though single readings can be large; an effect the other way counts as inactive or inconclusive.

SMILES	HepG2 tox	CCT chaperon mod	pAkt inh	Abeta yeast res	TGFb SMAD3 inh	Nrf2 ARE act	Nrf2 block	A549 tox	MmCpn inh
CN1CCC(N2CCCC(C(=O)O)C2)CC1 (centres undefined)	2.6%	0.3	i	14.5%	-1.8%	-0.9%	-18.6%	-4.9%	0.6%
CCCc1cc(=O)n2[nH]c(C)c(-c3ccccc3)c2n1	-27.1%	-57.2*	i	2.0%	-4.9%	-0.7%	-39.3%	-5.4%	0.2%
CCCN(CCC)C(=O)Cn1c(=O)n(-c2ccc(CC)cc2)c(=O)c2ccc(C(=O)NCCc3ccccc3)cc21	1.9%	·	·	-13.7%	-3.1%	-0.4%	7.3%	-0.5%	·
CC(=O)c1cccc(NC(=O)C2CCN(c3nnc(-n4cccc4)s3)CC2)c1	-15.8%	·	·	-0.9%	-8.0%	1.1%	20.1%	0.3%	·
O=C(COc1ccc(Cl)cc1)N1CCN(C(=O)c2cccs2)CC1	-0.3%	-4.4	i	15.0%	12.3%	1.8%	?	1.0%	-0.1%
O=C(Nc1cccc(Cl)c1)c1ccc2c(c1)SC1=NS(=O)(=O)CCN12	-6.9%	-1.8	i	1.5%	-7.6%	-1.7%	?	-16.4%	-0.2%
CC(C)NC(=O)c1ccc(Cn2c(SCC(N)=O)nc3ccccc3c2=O)cc1	5.8%	·	·	-7.3%	-1.4%	0.4%	·	16.6%	·
COc1ccc(CNC(=O)Cn2c(=O)cc(C)c3c(C)nn(-c4cccc(Cl)c4C)c32)cc1	3.1%	·	·	-11.7%	-6.8%	0.6%	21.3%	-0.6%	·
O=C(NCCN1CCOCC1)c1ccc(-c2ccccc2)cc1	-8.7%	-0.2	i	-8.9%	-27.8%	-0.3%	-4.6%	1.6%	0.0%
COc1ccc2[nH]c(C)c(CCNC(=S)Nc3cc(C)cc(C)c3)c2c1	-32.5%	0.8	i	3.6%	-8.0%	-1.5%	?	-9.9%	-0.4%
CC(C)C[C@@H](CN)NC(=O)c1nc[nH]c1C(=O)N[C@@H](Cc1ccccc1)C(=O)CNC[C@H](C)NC(=O)c1nc[nH]c1C(=O)N[C@@H](CC(C)C)C(=O)O	9.2%	-4.6	i	4.2%	-7.2%	0.0%	9.5%	-8.1%	·
COc1ccc(-c2noc3c2-c2nc(C4CCCCC4)sc2CC3)cc1	-0.7%	-1.4	i	-8.3%	1.2%	-0.2%	0.2%	1.1%	1.3%
CC1=C(C(=O)N2CCOCC2)CC(CC(=O)NC2CC2)C(=O)N1Cc1ccc(C(C)(C)C)cc1 (centres undefined)	-19.9%	-1.5	i	-8.3%	?	-0.8%	·	·	·
COc1ccc(NC(=O)CSc2oc(-c3ccco3)nc2S(=O)(=O)c2ccc(C)cc2)c(OC)c1	-17.8%	·	·	-3.8%	-23.2%	5.0%	2.9%[9.27 µM]	0.0%	·
CCOC(=O)c1ccc(NC2=CC(c3ccc(Br)cc3)N(c3ccc(C(=O)OCC)cc3)C2=O)cc1 (centres undefined)	-4.2%	·	·	-5.0%	-1.1%	-1.0%	?	12.2%	·
CN(CCc1ccccc1)C(=O)c1cc(COc2ccc(F)cc2Cl)on1	-12.9%	0.2	i	-19.6%	-21.2%	0.2%	?	19.7%	0.2%
CCOc1cccc(C(=O)N2CCC(c3nc4ccccc4s3)CC2)c1	-29.6%	·	·	-11.2%	?	0.7%	?	-1.8%	·
Cc1ccc(C(=O)COC(=O)CCC(=O)Nc2cc(Cl)ccc2Cl)cc1[N+](=O)[O-]	-31.3%	-1.7	i	4.2%	-26.2%	0.1%	·	?	-1.4%
Cc1ccc(CN2CCC(Oc3ccc(C(=O)NCc4ccccn4)cc3)CC2)o1	-5.4%	2.6	i	1.5%	1.2%	3.5%	-12.3%	-5.4%	-1.4%
CCN(C[C@H]1N[C@@](C)(C(=O)OC)[C@H]2C(=O)N(C)C(=O)[C@@H]12)C(=O)c1ccc(C)cc1	-2.0%	0.1	i	-4.9%	?	0.1%	?	7.2%	1.0%
Cc1c(NC(=O)CSc2nnc(COc3ccccc3)n2-c2ccccc2)c(=O)n(-c2ccccc2)n1C	0.2%	-0.1	i	9.9%	-7.3%	-0.5%	3.5%	2.0%	1.0%
COc1cc(OC)c(C2=NOC(C(=O)Nc3c(C)n(C)n(-c4ccccc4)c3=O)C2)cc1Cl (centres undefined)	-35.4%	-0.4	i	-5.1%	18.6%	-0.5%	-17.6%	1.2%	-13.0%
COc1cc(NC(=O)C2CCCCC2)c(OC)cc1NC(=O)CN1CCCCC1	-34.3%	-1.5	·	10.2%	14.4%	0.7%	-29.5%	-5.6%	1.2%
CN(C)c1cc2c3ccccc3n(C)c2cc1N	-23.9%	0.0	i	1.4%	1.8%	10.2%	-5.9%	-1.0%	·
Cc1nc2c3ccccc3nc(SCC(=O)N3CC(C)CC(C)C3)n2n1 (centres undefined)	-3.6%	0.0	i	-10.1%	-2.1%	1.6%	7.2%	10.0%	0.5%
COC(=O)c1cc(NC2(c3ccccc3)C(=O)c3ccccc3C2=O)cc(C(=O)OC)c1	-6.8%	·	·	-6.2%	-10.3%	9.2%	·	2.7%	·
Cc1ccc(OCc2nnc(SCC(=O)Nc3ccc4c(c3)OCCO4)n2Cc2ccco2)cc1	-21.2%	-1.1	-103.9%*	12.8%	-16.3%	4.6%	?	-17.7%	-0.6%
COc1cc(C(=O)OCn2nnc3ccccc3c2=O)cc(OC)c1OC	-12.0%	0.4	i	7.2%	-0.2%	3.3%	-17.3%	-12.1%	0.5%
S=C(Nc1ccc(Cc2ccncc2)cc1)Nc1cccc(Cl)c1	-28.8%	-1.4	i	-10.6%	-17.7%	0.1%	6.1%	3.3%	1.4%
O=C(COC(=O)c1ccccc1[N+](=O)[O-])NCCCc1ccccc1	-5.3%	0.8	i	0.5%	17.5%	5.1%	20.5%	12.6%	2.3%
CCn1cc(C(=O)Nc2ccc(F)c(F)c2)cn1	5.7%	0.5	i	-1.8%	-14.5%	4.0%	-26.6%	-0.7%	1.9%
CC1Oc2cc3oc4c(O)c(O)ccc4c(=O)c3c(O)c2C1(C)C (centres undefined)	-71.8%	-0.6	i	-11.5%	?	8.7%	7.7%	5.7%	·
CCCCn1c(SCC(N)=O)nc2c(sc3ccccc32)c1=O	-12.5%	-0.1	·	6.3%	31.0%[activator]	0.0%	?	?	-3.6%
COC(=O)c1sc2ccccc2c1-n1cccc1C(=O)C(=O)Nc1ccc(F)cc1	7.6%	1.2	i	16.9%[9.22 µM]	?	0.1%	·	-0.8%	-6.7%
CCc1c(C)nc(SC(C(=O)O)c2ccccc2)c(C#N)c1C (centres undefined)	9.9%	-1.5	i	-4.1%	?	1.9%	-15.6%	-3.0%	1.4%
N#Cc1nc(COc2ccccc2)oc1N1CCN(Cc2ccccc2)CC1	0.3%	2.6	i	-21.4%	-8.2%	-0.5%	5.0%	-2.7%	-2.1%
Cc1ccc(S(=O)(=O)/N=C2/NC(=O)/C(=C\c3cc(Br)cc(Br)c3O)S2)cc1	-1.9%	1.1	i	-5.5%	-10.1%	11.8%	2.3%	-10.1%	-7.4%
COc1ccc(C(=O)CCC(=O)Nc2ccc(N3CCCCC3)cc2)cc1OC	-7.0%	0.5	i	-11.2%	-12.4%	3.0%	2.3%	1.1%	0.1%
CCOCCCNC(=O)Cc1cc(=O)[nH]c(=O)[nH]1	2.7%	-0.7	i	4.1%	-10.3%	-0.4%	1.0%	-1.3%	-0.3%
Cc1cccc(NC(=O)[C@@H]2CCCN2C2=NS(=O)(=O)c3ccccc32)c1C	4.1%	-0.6	i	1.7%	8.2%	-0.2%	?	-9.5%	-0.4%
O=C(Nc1ccc(N2CCCC2)cc1)c1cccc(Cl)c1Cl	-2.4%	0.1	i	-11.2%	-1.7%	4.1%	?	-4.1%	0.7%
COc1ccc(S(=O)(=O)N2CCC(C(=O)N3CCN(C)CC3)CC2)cc1Cl	-16.6%	-5.6	i	-6.7%	-16.2%	0.0%	9.3%	1.5%	1.8%
Cc1c(NC(=O)Nc2ccc3c(c2)OCO3)cccc1[N+](=O)[O-]	-11.6%	1.6	i	2.4%	-18.6%	0.1%	18.9%	3.9%	2.3%
Cc1cc(Br)ccc1NC(=O)C1C2CCC(O2)C1C(=O)O (centres undefined)	-7.2%	-2.5	i	-20.5%	-6.4%	0.7%	?	10.6%	-0.8%
CCCCn1c(N)c(N(Cc2ccccc2OC)C(=O)C(C)Oc2cccc(Cl)c2)c(=O)[nH]c1=O (centres undefined)	-8.8%	-1.7	i	9.7%	-1.7%	-2.5%	·	·	·
O=C1[C@H]2[C@H](ON3CCCC[C@H]23)C(=O)N1c1cccc(C(F)(F)F)c1	5.9%	2.8	i	-3.4%	5.3%	2.1%	29.0%	-2.0%	-8.5%

2 entries from above, as comma-separated lines.
Compound,HepG2 tox,CCT chaperon mod,pAkt inh,Abeta yeast res,TGFb SMAD3 inh,Nrf2 ARE act,Nrf2 block,A549 tox,MmCpn inh
CN(CCc1ccccc1)C(=O)c1cc(COc2ccc(F)cc2Cl)on1,-12.9%,0.2,i,-19.6%,-21.2%,0.2%,?,19.7%,0.2%
CC1Oc2cc3oc4c(O)c(O)ccc4c(=O)c3c(O)c2C1(C)C (centres undefined),-71.8%,-0.6,i,-11.5%,?,8.7%,7.7%,5.7%,·
